Screening data: PubChem BioAssay, Broad Institute
miR122 inh: miR-122 Renilla sensor signal increase in Huh7, primary screen, miR-122 inhibitor project, cell-based, single point, plate reader. Huh7 miR-122 Renilla luciferase sensor, 48 h; neutral wells = 0, positive control = 100. activation (reporter increase), % at 12.5 µM. actives 0.3% (n = 340,000). AID 602342, 2012;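 active = mean replicate activation score at least 90 and every replicate individually at or above 90; inconclusive = only one of the two criteria met; inactive = neither criterion met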;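 also: higher luciferase means less miR-122 activity so hits act as miR-122 inhibitors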
FN deposition inh: inhibitors of fibronectin matrix deposition, primary screen, AH1F cells, Alexa488-fibronectin fluorescence, plate reader; AH1F fibroblasts, overnight; inhibition, % at 12.6 µM; actives 0.086% (n = 350,000);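 active = mean inhibition across replicates of 30% or more, regardless of how many single replicates reach that level; inconclusive = mean under 30% yet at least half of replicates reach 30%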;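 also: positive control wells lacked labelled fibronectin entirely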
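Material: AH1F fibroblast monolayer depositing Alexa488-labelled fibronectin into matrix / Amount: 10000 AH1F cells per well / Signal: fluorescence 485/525 nm / Medium: DMEM, 2% serum / Compound: single dose, pinned / Incubation: 1 h cell adhesion before compound, then overnight fibronectin incubation / Reagent: Alexa488-FN, 24 nM final / Read-out: inhibition of fibronectin deposition signal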
Cneo AK release: Cryptococcus neoformans cell lysis inducers, primary screen, AK release luminescence, single concentration; C. neoformans lysis, adenylate kinase release luminescence, 4 h; normalised: neutral wells 0, clomiphene wells 100; lysis activity, % at 15 µM; actives 0.2% (n = 360,000);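 active = mean lysis activity across replicates of at least 80%, whatever share of replicates individually reach that level; inactive = mean lysis activity below 80%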
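Material – Cryptococcus neoformans yeast cells · Quantity – 5 × 10^6 yeast cells/mL · Buffer or medium – YPD medium · Compound – single dose · Timing – 4 h static compound exposure, 37 °C, read 1 h post-reagent · Signal – adenylate kinase release luminescence · Read-out basis – lysis from increased AK signal · Benchmarks – Clomiphene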
F508del corr: F508del CFTR correction, initial screen, CFBE line, single point | CFBE cells, YFP halide quenching; stimulated with forskolin plus potentiator P3; % fluorescence drop versus neutral controls | activity (quench increase), % at 7.58 µM | actives 0.36% (n = 350,000) | AID 720511, 2013;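 active = mean added fluorescence quench of at least 8% versus neutral control, with both replicates also reaching 8%; inconclusive = only one of the mean or replicate conditions met; inactive = mean below 8% and not both replicates reaching 8%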;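 also: cells transiently co-express mutant CFTR-F508del with the halide-sensitive YFP; corrector assay measuring rescue of mutant channel to the surface after 24 h compound exposure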
Statin myotox sup: suppressors of statin myotoxicity in C2C12 myotubes, primary screen, cell-based, single point, plate reader. C2C12 myotubes + simvastatin, ATP luminescence, 48 h; scaled: DMSO 0, geranylgeraniol control 100. rescue of ATP level, % at 7.49 µM. actives 0.78% (n = 330,000). AID 602340, 2012;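 active = mean ATP rescue above about 67%, or every replicate alone reaching that limit, limit read from the data, passing the limit was not always enough; inconclusive = no clear call, values can overlap the other calls; inactive = mean under the limit and some replicate under it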;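 also: myotubes were challenged with 10 µM simvastatin during compound exposure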
PGC1a acetyl inh: inhibitors of PGC1a acetylation signal, primary screen, cell-based, U2OS, AlphaScreen, inhibitor mode | AlphaScreen anti-acetyl-lysine; with virally co-expressed GCN5 acetyltransferase | inhibition, % at 15.6 µM | actives 0.17% (n = 350,000) | AID 651687, 2012;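 active = every replicate shows inhibition of at least 40%; inconclusive = mean inhibition at least 40% but some replicate below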;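 also: 0% = neutral control wells and 100% = positive control wells; some results beyond the cut were filed as inactive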
PglD inh: C. jejuni PglD acetyltransferase inhibitors, primary screen, biochemical, DTNB colorimetric, single point | inhibition, % at 12.5 µM | purified PglD enzyme, DTNB colorimetric CoA detection | actives 0.098% (n = 360,000) | UDP-N-acetylbacillosamine N-acetyltransferase PglD (Campylobacter jejuni); in the data active = inhibition above about 16%, passing the limit was not always enough; inconclusive = no clear call, values can overlap the other calls; also: strong numbers were not always called active
INS-1E GSIS act: GLuc luminescence reporter in INS-1E cells, primary screen for activators of glucose-dependent secretion of insulin; INS-1E GLuc reporter insulin secretion, 2-3 h; activation, % at 16.6 µM; actives 0.61% (n = 370,000);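 active = lowest replicate activation of at least 40%, so every replicate reaches that level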;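 also: 0% = median of neutral control wells and 100% = median of IBMX positive control wells; some compounds called inactive have numbers as strong as hits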
An asterisk follows results filed as active; ? = inconclusive; / = no result given; & = joins results of further samples; [ ] = another dose, or the depositor's remark. Outcome played no part in choosing rows; overall some 2.1% were active at least once.

Fields: miR122 inh | FN deposition inh | Cneo AK release | F508del corr | Statin myotox sup | PGC1a acetyl inh | PglD inh | INS-1E GSIS act
COc1ccc(NC(=O)N(C)C[C@H]2Oc3cc(C#CCC(C)C)ccc3S(=O)(=O)N([C@@H](C)CO)C[C@@H]2C)cc1
→ -7[16.7 µM] | / | 0 | 2.5 | -9 | -14 | 0 | -38
CC(=O)c1cc(Cl)ccc1OC(=O)c1ccco1
→ -3 | / | -1 | / | 1 | 2 | 5 | -14
Cc1ccc(C(=O)N2CCCC(C(=O)Nc3cccc(-c4ccc(F)cc4)c3)C2)cn1 (stereo not given)
→ 1 | -7 | 2 | 2.6 | 2 | -12 | 2 | -7
CN1c2ccc(Br)cc2[C@H]2[C@H](CCN2C(=O)C2CCOCC2)[C@@H]1CO
→ 1[16.7 µM] | -1 | -8 | 3.0 | 7 | -13 | -4 | 12
Cc1cc(OCC(=O)NNC(=O)c2cccnc2)cc(C)c1Cl
→ / | 2 | 1 | -1.1 | 4 | / | -1 | -12
O=C(NC1CCCCC1)c1cc(N2C(=O)CCC2=O)ccc1Cl
→ -5 | 2 | 1 | -1.3 | 3 | 6 | -2 | 11
CCc1[nH]c(=O)c(C#N)c2c1CSC(C)(C)C2
→ -25 | / | / | -1.2 | 23 | 8 | / | 3
CCCCNC(=S)N(Cc1c(C)noc1C)c1ccccc1
→ 1 | -1 | 2 | / | 6 | / | 4 | /
O=C(CNC(=O)c1cccs1)NC1=NCCS1
→ -1 | / | 2 | -1.4 | -6 | 1 | 3 | -3
Cc1nn(C2CCS(=O)(=O)C2)c(Cl)c1/C=C/C(=O)OCC(N)=O (stereo not given)
→ / | 0 | / | -2.7 | / | 0 | / | 14
CC(=O)NC1=NN(C(C)=O)C(c2ccco2)S1 (stereo not given)
→ 16 | 2 | 2 | -2.5 | -4 | 2 | -4 | 37
O=c1[nH]n(-c2cccc3cccnc23)c(=O)c2ccccc12
→ -1 | 5 | -3 | / | 3 | 2 | 0 | 9
COc1ccc(NC(=O)Nc2ccc3c(c2)C(=O)N([C@@H](C)CO)C[C@H](C)[C@H](CN(C)C(=O)Nc2ccc(OC)cc2)OCCCC[C@@H](C)O3)cc1
→ / | -5 | / | 2.0 | / | 5 | / | -1
Cc1ccc(S(=O)(=O)NCC[C@@H]2CC[C@H](NC(=O)NC(C)C)[C@H](CO)O2)cc1
→ / | 16 | 2 | 0.5 | 1 | -3 | 1 | 6
CCOc1ccc(-c2nnn(CC(=O)Nc3cc(OC)ccc3OC)n2)cc1OCC
→ -4 | / | 5 | 2.4 | -23 | -20 | -2 | 3
CN(C(=O)COC(=O)c1nc(Cl)ccc1Cl)C1CCS(=O)(=O)C1 (stereo not given)
→ 1 | 1 | 1 | -2.1 | -8 | 3 | -5 | 14
C[C@@H]1CN([C@@H](C)CO)C(=O)Cc2cc(NC(=O)NC3CCCCC3)ccc2O[C@H]1CN(C)Cc1ccc(C(F)(F)F)cc1
→ -19[16.7 µM] | -4 | 0 | -6.4 | -13 | 10 | 0 | -1
Cc1cc(C(=O)N/N=C/c2sc(N3CCOCC3)nc2-c2ccccc2)c(C)o1
→ 3 | 0 | / | -3.2 | 1 | -3 | / | -19
CO[C@@H]1CC[C@H]2CCOc3ccc(C#N)cc3C(=O)N(C)C[C@@H](C)C(=O)N(C)C[C@H]1O2
→ / | -8 | 0 | / | 3 | / | 1 | 14
Cc1ccc(S(=O)(=O)N(C)C[C@H]2OCCCC[C@H](C)Oc3ccc(NC(=O)NC(C)C)cc3C(=O)N([C@@H](C)CO)C[C@H]2C)cc1
→ 5[16.7 µM] | -18 | 1 | 1.6 | / | 28 | -1 | -16

Of the compounds above, these contain a cyano group:
Fields: miR122 inh | FN deposition inh | Cneo AK release | F508del corr | Statin myotox sup | PGC1a acetyl inh | PglD inh | INS-1E GSIS act
CCc1[nH]c(=O)c(C#N)c2c1CSC(C)(C)C2
→ -25 | / | / | -1.2 | 23 | 8 | / | 3
CO[C@@H]1CC[C@H]2CCOc3ccc(C#N)cc3C(=O)N(C)C[C@@H](C)C(=O)N(C)C[C@H]1O2
→ / | -8 | 0 | / | 3 | / | 1 | 14

Carrying on:
Fields: miR122 inh | FN deposition inh | Cneo AK release | F508del corr | Statin myotox sup | PGC1a acetyl inh | PglD inh | INS-1E GSIS act
CCC(=O)N(Cc1cc(=O)[nH]c2ccccc12)c1ccc(C)cc1C
→ / | 8 | 0 | 2.7 | -5 | / | -1 | 34
COc1ccc(S(=O)(=O)NCc2cccnc2)cc1C(=O)NC1CCCCC1
→ 2 | -1 | 1 | 0.4 | 4 | / | -5 | -3
O=C(OCc1ccco1)c1ccc(S(=O)(=O)N2CCCCC2)cc1
→ -4 | / | -1 | / | -15 | 1 | 13 | /
Cc1noc(C)c1NC(=O)N(C)C[C@H]1Oc2ccc(NC(=O)c3ccncc3)cc2C(=O)N([C@@H](C)CO)C[C@@H]1C
→ 1[16.7 µM] | / | 1 | -1.0 | -13 | 8 | 6 | 2
COc1ccc(C)cc1NCc1ccc(OC)c(C)c1OC
→ / | 5 | 0 | -0.8 | 17 | / | -1 | 4
C[C@@H]1CN([C@H](C)CO)C(=O)Cc2cc(NC(=O)Nc3ccccc3)ccc2O[C@@H]1CN(C)C(=O)Nc1cccc2ccccc12
→ ? | / | 51 | -1.4 | 18 | -6 | 4 | -11
Cc1ccc(S(=O)(=O)N2CCN(C(=O)COC(=O)c3ccc(Cl)nc3)CC2)c(C)c1
→ -4 | 1 | 2 | -1.3 | 0 | -2 | -1 | 7
Cc1nc2c(C(=O)NCc3ccc(F)cc3)c[nH]n2c(=O)c1Cl
→ -1 | / | 2 | 0.9 | 9 | -9 | 0 | -34
COc1ccc(C2C(C(C)=O)=C(Nc3ccccc3)CC(C)(O)C2C(C)=O)cc1OC (stereo not given)
→ / | -3 | 2 | / | 11 | 31 | -5 | 8
CCOc1ccc(Cl)cc1S(=O)(=O)N1CCC(C(=O)NCC2CCCO2)CC1 (stereo not given)
→ 5 | 4 | 5 | -0.7 | -15 | 1 | 0 | 6
COc1cc(C(=O)Nc2cc(Cl)ccc2-n2cncn2)ccc1OC(F)F
→ / | -7 | 2 | 2.6 | 5 | / | 0 | 37
CC(C)(NO)/C(=N/O)c1ccc(Br)cc1
→ -2 | -6 | -5 | / | 3 | -14 | 4 | /
COc1cccc(CNC(=O)C[C@@H]2C=C[C@@H](NC(C)=O)[C@H](CO)O2)c1
→ / | -16 | -1 | 3.1 | -3 | 1 | 0 | 19
CCCn1ncc(C(=O)NC2CCCN(Cc3ccc(Cl)cc3)C2)c1C (stereo not given)
→ -4 | 10 | 0 | 0.3 | 0 | 11 | -1 | -2
CO[C@H]1CN(C)C(=O)c2ccc(NC(=O)C3CCC3)cc2OC[C@@H](C)N(Cc2ccccn2)C[C@H]1C
→ / | 7 | -5 | 2.2 | 9 | 1 | -1 | 1
C[C@@H]1CN([C@@H](C)CO)C(=O)c2cc(C3=CCCCC3)cnc2O[C@H]1CN(C)C(=O)c1ccncc1
→ 3[16.7 µM] | / | -3 | -3.1 | 25 | 4 | 1 | -7
C[C@@H]1CN([C@@H](C)CO)C(=O)Cc2cc(NC(=O)CCCN(C)C)ccc2O[C@H]1CN(C)C
→ 2[16.7 µM] | -3 | 1 | -2.5 | -3 | 2 | -1 | 4
C[C@H](CO)N1C[C@H](C)[C@H](CN(C)Cc2ccc(C(F)(F)F)cc2)Oc2ccc(NC(=O)Cc3cn(C)c4ccccc34)cc2C1=O
→ -1[16.7 µM] | / | 7 | 1.5 | 40 | -1 | 1 | -19
Cc1ccc(S(=O)(=O)CCC(=O)Nc2nnc(-c3cccs3)o2)cc1
→ 2 | -2 | 0 | 0.5 | -8 | -2 | 1 | 9
C[C@@H]1CN([C@H](C)CO)C(=O)Cc2cc(NC(=O)Cc3cn(C)c4ccccc34)ccc2O[C@H]1CN(C)CC1CC1
→ -1[16.7 µM] | / | -1 | 0.2 | 11 | 12 | -8 | -2
COC(=O)C1=C(C(=O)OC)[C@@H]2Nc3ccccc3[C@@]23C[C@@H](C(=O)OC)N(C(=O)c2cccs2)C3=N1
→ / | -7 | -1 | 1.9 | 2 | / | / | -7
CCCC(=O)Nc1ccc2c(c1)C(=O)N(C)C[C@H](OC)[C@H](C)CN(Cc1ccccc1)[C@@H](C)CO2
→ 15[16.7 µM] | 4 | 5 | -1.6 | 5 | -3 | 2 | -4
O=C(c1ccco1)N1CCN(Cc2ccc(F)cc2Cl)CC1
→ 0 | 5 | 2 | 1.4 | 2 | 4 | -3 | -7
Cc1cccc(NC(=O)c2sc3nc(N4CCOCC4)c4c(c3c2N)CCCC4)c1
→ 0 | -6 | 0 | 2.9 | -3 | -3 | 5 | 7
CCCc1cc(=O)n2[nH]c(NCc3cccs3)nc2n1
→ 2 | -2 | 5 | / | 6 | -9 | -1 | /
Cc1onc(-c2c(Cl)cccc2Cl)c1C(=O)N[C@@H]1C(=O)N2[C@@H]1SC(C)(C)[C@@H]2C(=O)O
→ -5 | 2&0 | 1&6 | -5.2&4.3 | 1&5 | 7&-13 | -4&-3 | -16
Cc1ccccc1-c1cnc2c(c1)C(=O)N([C@H](C)CO)C[C@@H](C)[C@H](CN(C)Cc1ccccc1F)O2
→ 121*[16.7 µM] | -1 | 51 | -1.2 | 13 | -3 | 2 | -14
O=C1Nc2ccccc2C1(O)Cc1ccncc1 (stereo not given)
→ -8 | / | -4 | / | 5 | 13 | 6 | /

An excerpt from above, limited to F508del corr and PGC1a acetyl inh.
| SMILES | F508del corr | PGC1a acetyl inh |
| --- | --- | --- |
| CO[C@H]1CN(C)C(=O)c2ccc(NC(=O)C3CCC3)cc2OC[C@@H](C)N(Cc2ccccn2)C[C@H]1C | 2.2 | 1 |
| C[C@@H]1CN([C@@H](C)CO)C(=O)c2cc(C3=CCCCC3)cnc2O[C@H]1CN(C)C(=O)c1ccncc1 | -3.1 | 4 |
| C[C@@H]1CN([C@@H](C)CO)C(=O)Cc2cc(NC(=O)CCCN(C)C)ccc2O[C@H]1CN(C)C | -2.5 | 2 |
| C[C@H](CO)N1C[C@H](C)[C@H](CN(C)Cc2ccc(C(F)(F)F)cc2)Oc2ccc(NC(=O)Cc3cn(C)c4ccccc34)cc2C1=O | 1.5 | -1 |
| Cc1ccc(S(=O)(=O)CCC(=O)Nc2nnc(-c3cccs3)o2)cc1 | 0.5 | -2 |
| C[C@@H]1CN([C@H](C)CO)C(=O)Cc2cc(NC(=O)Cc3cn(C)c4ccccc34)ccc2O[C@H]1CN(C)CC1CC1 | 0.2 | 12 |
